Glyco luc inh: N-linked glycosylation inhibition. D54 ERlucT glycosylation luciferase reporter, 24 h; percent of 100 nM tunicamycin response. reporter increase, % at 12.5 µM. 360,000 compounds, 0.23% hits;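 active means mean luciferase reporter signal, scaled so untreated is 0 and the glycosylation-blocking control 100, at or above a set limit in every replicate; inconclusive means mean reaches the limit but not every replicate does; inactive means mean below the limit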;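 further: luciferase carries N-glycosylation sites so blocking glycosylation raises the light; 0% = median of neutral control wells and 100% = median of 100 nM tunicamycin wells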
m5-HT2A agonist: mouse HTR2A agonism via beta-arrestin recruitment | P35363 | CHO-K1 mHTR2A beta-arrestin complementation, luminescence; percent of 30 µM serotonin response | activation, % at 7.6 µM | 360,000 compounds, 0.66% hits;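 active means activation above a run cutoff, the mean activation of all tested compounds plus 3 SD, cut at about 14% in these data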;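 further: 0% = plate median of compound wells and 100% = 30 µM serotonin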
MC4R antag cAMP: blocks human MC4R cAMP signaling. P32245. MC4R-expressing cells, MTII-stimulated cAMP, LANCE TR-FRET. inhibition, % at 6.5 µM. 360,000 compounds, 0.48% hits. AID 540295;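 active means inhibition above its plate's cutoff, the mean of tested wells on that plate plus 3 SD, cut at about 29% in these data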;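 further: 0% = Melanotan II alone and 100% = Melanotan II plus saturating MCL0020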
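System: U2OS cells stably expressing human melanocortin 4 receptor (MC4R). Reagent: Melanotan II challenge after compound preincubation. Doses: 6.5 µM. Times: 30-min compound, 1-h challenge, 1-h detection, room temperature. Measured by: TR-FRET with Eu-cAMP and labeled anti-cAMP, 671 nm. Replicates: singlicate.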
ABCB6 inh 2: blocks the human ABCB6 transporter. Q9NP58. K562-ABCB6 porphyrin accumulation, flow cytometry, 1 h; stronger effect = lower value. fluorescence ratio to DMSO, % at 10 µM. 360,000 compounds, 0.19% hits;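 active means fluorescence ratio to DMSO below 75%, the collection mean minus 3 SD; inconclusive means too few cells collected in the well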;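 further: signal is porphyrin accumulated inside mitochondria; 100% equals median channel fluorescence of DMSO control wells; lower ratio means ABCB6 inhibition with less porphyrin fluorescence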
TLR9-MyD88 block: inhibitors of human TLR9-MyD88 binding | CHO BLA complementation TLR9-MyD88, CCF4 FRET ratio | inhibition, % at 4.98 µM | 340,000 compounds, 0.21% hits | AID 504734;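 active means inhibition above the mean over all tested compounds plus 3 SD, cut at about 21% in these data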;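 further: 0% = DMSO only wells and 100% = clavulanate BLA inhibitor control wells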
MC4R ag barr: human MC4R agonism via beta-arrestin | P32245 | U2OS MC4R beta-arrestin complementation, luminescence; percent of melanotan II response, DMSO zero | activation, % at 8.9 µM | 360,000 compounds, 0.98% hits | AID 540308;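 active means activation above a per-plate cutoff, the mean activation of sample wells on that plate plus 3 SD, cut at about 8% in these data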
H9c2 protect: protects H9c2 cardiomyocytes from peroxide injury | H2O2 injury protection, ATPLite, 2 h | protection from H2O2 cell death, % at 20 µM | 360,000 compounds, 0.63% hits | AID 588492;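 active means compounds giving at least 50% protection of heart cells from peroxide-induced death in the single-dose screen, raw or plate-pattern-corrected value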;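 further: 0% = DMSO wells with peroxide and 100% = DMSO wells without peroxide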
ABHD5 PLIN5 PPI: ABHD5-PLIN5 protein interaction inhibition; Q00G26+Q8WTS1; Split G. princeps luciferase complementation, luminescence, 4 h; inhibition, % at 4 µM; 360,000 compounds, 0.78% hits; AID 602281;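 active means inhibition above the mean inhibition across every tested compound plus 3 SD, cut at about 22% in these data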;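 further: 0% = DMSO only wells and the 100% control is not disclosed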
NCOA2 inhibitor: inhibits human steroid receptor coactivator 2 | Q15596 | HEK293 GAL4-SRC2 luciferase reporter, luminescence | inhibition, % at 9 µM | 370,000 compounds, 0.17% hits | AID 651957;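 active means inhibition above the mean inhibition of all tested compounds plus 3 SD, set per campaign, cut at about 52% in these data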;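 further: 0% = DMSO treated cells and 100% = cells given Gossypol at 36 µM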
NOD2-RIPK2 inh: inhibitors of human NOD2-RIPK2 interaction | AID 624267 | O43353 | 360,000 compounds, 0.38% hits | inhibition, % at 4.98 µM | CHO BLA complementation NOD2-RIPK2, CCF4 ratio; in the data active means inhibition above about 21%;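 further: 0% = vehicle only and 100% = reference blocker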
Starred values were filed as active, the others as inactive; ? = inconclusive; · = not tested or not shown. This is a subset; the hit share may differ from the screen's.

#1 COc1ccc2c(c1)CC/C(=C\C=C\c1ccccc1)C2=O
#2 Brc1ccccc1OCCOCCOc1cccc2cccnc12
#3 COC(=O)c1ccc(-n2c(C)cc(-c3csc(NC(=O)c4ccc(S(=O)(=O)N(C)C)cc4)n3)c2C)cc1
#4 c1ccc(CN2CCC(Nc3nc(-c4cccnc4)nc4ccccc34)CC2)cc1
#5 CCOC(=O)C1=C(c2ccccc2)NC(SCC(=O)Nc2ccc(C)cc2)=C(C#N)C1c1ccco1 (configuration not stated)
#6 CCCCn1c(SCC(=O)Nc2nc(C)cs2)nnc1-c1cccnc1
#7 CCOC(=O)c1c(NC(=O)c2ccn(CC)n2)sc2c1CCC2
#8 CCCN1CCN(CCCNC(=O)CN2C(=O)c3cccnc3Oc3ccc(C)cc32)CC1
#9 COc1ccc(NC(=O)Nc2ccc3c(c2)C(=O)N([C@H](C)CO)C[C@H](C)[C@@H](CN(C)S(C)(=O)=O)O3)cc1
#10 CC1(C)Cc2c(sc3ncn4nc(CCC(=O)O)c(=O)nc4c23)CO1

Screen / compound no.	1	2	3	4	5	6	7	8	9	10
Glyco luc inh	2.4	-3.4	0.3	39.6*	-9.6	2.4	1.7	-2.1	2.7	2.5
m5-HT2A agonist	-4.8	6.7	1.3	-8.5	-0.4	0.5	4.0	4.0	1.9	6.8
MC4R antag cAMP	-3.3	1.6	4.8	6.5	4.5	4.0	23.4	-3.9	5.8	3.4
ABCB6 inh 2	95.0	101.0	105.0	87.0	94.0	98.0	103.0	93.0	98.0	93.0
TLR9-MyD88 block	-3.6	-2.0	-14.8	-13.1	12.5	4.0	1.3	0.7	-4.1	10.5
MC4R ag barr	-3.2	-1.9	1.1	-1.2	6.5	-3.1	0.4	-2.6	-1.2	-0.9
H9c2 protect	-9.9	-15.1	-1.2	-6.8	-6.2	-2.2	-12.6	2.5	1.1	1.0
ABHD5 PLIN5 PPI	-1.9	-2.5	-0.1	5.2	-6.8	-5.1	-6.4	3.9	-9.4	-2.7
NCOA2 inhibitor	-17.6	15.0	8.4	-8.2	·	-12.6	-5.1	0.6	3.6	10.5
NOD2-RIPK2 inh	4.2	4.1	-3.1	8.5	1.9	0.3	-17.5	-0.8	-7.8	-2.1

#11 Cn1nc(C(F)(F)F)c(-c2ccccc2)c1NC(=O)c1ccco1
#12 Cc1ccc(S(=O)(=O)N2CCCCC2C(=O)N2CCN(Cc3ccccc3)CC2)cc1 (configuration not stated)
#13 COC(=O)C1=C(CS(=O)(=O)c2ccccc2)NC(=O)NC1c1ccc(OC)c(OC)c1 (configuration not stated)
#14 CCOC(=O)C1=NOC2(C1)C(=O)Nc1ccc(OC)cc12 (configuration not stated)
#15 COC(=O)c1[nH]c2cccc(OC)c2c1NC(=O)CN1CC(C)OC(C)C1 (configuration not stated)
#16 COc1cccc(C(=O)NCc2ccc3[nH]c(C)cc3c2)c1
#17 CC(C)c1ccc(/C=C2\C(=N)N3N=C(CC(=O)N4CCCCC4)SC3=NC2=O)cc1
#18 Cc1ccc(C(=O)N/C(=C\c2cccc([N+](=O)[O-])c2)C(=O)OCN2C(=O)c3ccccc3C2=O)cc1
#19 COCCn1nnnc1C(C(C)C)N(Cc1ccccc1)Cc1cc2cc(OC)ccc2[nH]c1=O (configuration not stated)
#20 COc1ccc(-n2c(Cc3cccn3C)nnc2SCC(=O)Nc2ccc(C)cc2C)cc1

Screen / compound no.	11	12	13	14	15	16	17	18	19	20
Glyco luc inh	1.3	2.9	0.2	·	1.7	0.0	1.5	2.5	1.9	-1.3
m5-HT2A agonist	-3.2	-4.6	5.7	-0.3	4.8	-4.9	-2.6	-3.2	5.2	-0.3
MC4R antag cAMP	2.6	14.3	-6.0	·	5.4	0.7	7.8	15.1	11.3	4.7
ABCB6 inh 2	95.0	104.0	108.0	104.0	104.0	112.0	105.0	104.0	99.0	94.0
TLR9-MyD88 block	0.0	-5.9	-0.5	·	0.8	-7.7	3.3	8.1	-6.8	-18.4
MC4R ag barr	-2.2	0.8	-1.7	·	-1.7	-5.2	-1.5	-0.9	1.2	-1.9
H9c2 protect	4.4	2.6	5.9	·	6.3	0.1	-0.7	-1.4	41.7	4.5
ABHD5 PLIN5 PPI	-9.6	6.9	1.1	-3.5	-8.9	3.0	-4.5	-0.2	-7.3	9.2
NCOA2 inhibitor	-2.8	10.1	-21.3	-1.8	-5.8	2.3	-13.9	-4.6	-4.8	-14.1
NOD2-RIPK2 inh	-6.3	-3.8	-6.2	-9.3	-0.6	-11.6	4.7	4.0	13.8	-3.7

Retrieved one by one from above, 2 records:
#19 COCCn1nnnc1C(C(C)C)N(Cc1ccccc1)Cc1cc2cc(OC)ccc2[nH]c1=O (configuration not stated)
#15 COC(=O)c1[nH]c2cccc(OC)c2c1NC(=O)CN1CC(C)OC(C)C1 (configuration not stated)

Screen / compound no.	19	15
Glyco luc inh	1.9	1.7
m5-HT2A agonist	5.2	4.8
MC4R antag cAMP	11.3	5.4
ABCB6 inh 2	99.0	104.0
TLR9-MyD88 block	-6.8	0.8
MC4R ag barr	1.2	-1.7
H9c2 protect	41.7	6.3
ABHD5 PLIN5 PPI	-7.3	-8.9
NCOA2 inhibitor	-4.8	-5.8
NOD2-RIPK2 inh	13.8	-0.6

Next compounds.
#21 CC(C)(C)OC(=O)N1CCC(C(=O)Nc2ccc(C(=O)NCc3ccccc3)cc2)CC1
#22 O=C(COc1ncnc2ccccc12)Nc1cccc([N+](=O)[O-])c1
#23 Cc1ccc(NS(=O)(=O)c2ccc3c(c2)NC(=O)CO3)c(C)c1
#24 CCN(CC)CCn1c2c(c(SCC(=O)Nc3nc(C)cs3)nc1=O)CCCC2
#25 Cc1nnc(SCCn2c(N3CC(C)CC(C)C3)nc3c2c(=O)[nH]c(=O)n3C)s1 (configuration not stated)
#26 CCOC(=O)C(C)Oc1cccc2c(=O)n(CC(=O)NCc3ccc(F)cc3)ccc12 (configuration not stated)
#27 C#CCOCCOCCOCCNc1nc(N2CCN(C(=O)[C@H](CCC(=O)O)n3cc(C(N)CC(C)C)nn3)CC2)nc(N2CCN(C(=O)[C@H](CCC(=O)O)n3cc(C(N)CC(C)C)nn3)CC2)n1 (some centres not stated)
#28 CCC(C)(O)C(=O)N[C@H]1CCCN1C(=O)/C=C/c1ccccc1 (some centres not stated)
#29 Cc1cccc(C)c1OCC(=O)NCc1ccccc1
#30 CC(C)(C)c1ccc(-c2cc(-c3ccccc3O)[nH]n2)cc1

Screen / compound no.	21	22	23	24	25	26	27	28	29	30
Glyco luc inh	-0.8	0.3	0.2	-0.6	1.4	?	-1.0	-1.0	2.5	-19.0
m5-HT2A agonist	-5.3	1.1	-12.2	-4.0	3.7	-2.1	-0.6	-3.7	2.8	-5.5
MC4R antag cAMP	10.8	17.6	1.4	5.5	-1.1	-7.8	14.3	8.5	2.5	-6.6
ABCB6 inh 2	92.0	98.0	95.0	100.0	89.0	102.0	94.0	107.0	102.0	95.0
TLR9-MyD88 block	1.2	-2.7	1.2	4.0	3.2	-0.1	5.1	-14.9	1.0	4.1
MC4R ag barr	2.1	-0.6	-2.6	-1.8	-0.7	0.2	0.4	-0.6	-2.7	1.2
H9c2 protect	-9.4	10.2	-2.3	2.3	-4.9	-4.9	-5.1	0.0	-0.1	-15.3
ABHD5 PLIN5 PPI	-3.9	-1.2	-2.9	12.2	2.1	3.8	3.5	-0.6	-2.3	-18.1
NCOA2 inhibitor	22.2	6.2	-5.6	-19.6	-20.6	14.5	·	4.8	-1.2	14.2
NOD2-RIPK2 inh	2.5	-4.4	-2.5	11.9	-3.7	4.2	0.5	-6.5	3.2	-15.1

5 compounds from above, showing only NOD2-RIPK2 inh, TLR9-MyD88 block and ABHD5 PLIN5 PPI:
no.	Compound	NOD2-RIPK2 inh	TLR9-MyD88 block	ABHD5 PLIN5 PPI
22	O=C(COc1ncnc2ccccc12)Nc1cccc([N+](=O)[O-])c1	-4.4	-2.7	-1.2
23	Cc1ccc(NS(=O)(=O)c2ccc3c(c2)NC(=O)CO3)c(C)c1	-2.5	1.2	-2.9
24	CCN(CC)CCn1c2c(c(SCC(=O)Nc3nc(C)cs3)nc1=O)CCCC2	11.9	4.0	12.2
25	Cc1nnc(SCCn2c(N3CC(C)CC(C)C3)nc3c2c(=O)[nH]c(=O)n3C)s1 (configuration not stated)	-3.7	3.2	2.1
26	CCOC(=O)C(C)Oc1cccc2c(=O)n(CC(=O)NCc3ccc(F)cc3)ccc12 (configuration not stated)	4.2	-0.1	3.8

(next part)
#31 Cc1c(-c2ccccc2)nc2ccccc2c1C(=O)NCc1cccs1
#32 CC(C)(NO)/C(=N\O)c1ccc(Cl)cc1
#33 COc1cc(C(=O)O)cc(OC)c1OCc1cc(C(=O)O)oc1C
#34 N#Cc1ccc2ccn(CC(=O)NCc3ccco3)c2c1
#35 Nc1ccc(CC(N)c2csc(Nc3nncc4ccccc34)n2)cc1 (configuration not stated)
#36 CCOC(=O)c1ccc(NC(=O)CN(c2ccc(C)cc2)S(=O)(=O)c2c(C)n[nH]c2C)cc1
#37 Cc1ccc(-c2csc(N(CCO)CCCn3c(C(F)(F)F)nc4cc(C(F)(F)F)ccc43)n2)cc1
#38 CCOC(=O)CNc1nc(Cl)nc(Nc2ccc(Cl)cc2)n1
#39 CSc1ncnc2c1ncn2CCCN(C)Cc1ccco1
#40 CCCCC(CC)COC1(c2ccccc2)OC(=O)c2ccccc21 (configuration not stated)

Screen / compound no.	31	32	33	34	35	36	37	38	39	40
Glyco luc inh	1.5	0.6	3.9	-1.2	-9.7	-3.4	-0.1	2.3	2.5	-6.5
m5-HT2A agonist	-5.4	-0.2	-1.3	-1.0	-7.4	-7.2	1.2	5.3	0.8	2.0
MC4R antag cAMP	-1.5	15.7	2.1	14.1	1.9	6.1	4.6	21.8	-3.6	20.7
ABCB6 inh 2	100.0	96.0	98.0	86.0	99.0	86.0	95.0	102.0	101.0	97.0
TLR9-MyD88 block	-1.3	7.7	1.5	2.3	·	4.4	-13.3	5.8	12.3	2.6
MC4R ag barr	-3.3	-1.2	-0.6	-1.7	-2.5	0.1	-1.8	1.1	-0.3	-0.4
H9c2 protect	34.5	-5.6	22.6	6.3	8.2	-3.8	-10.9	-1.6	11.3	-10.9
ABHD5 PLIN5 PPI	-13.8	1.1	-2.6	4.9	-5.4	-7.5	-11.5	-4.0	-1.1	-2.6
NCOA2 inhibitor	6.1	-16.5	-19.0	-6.8	-13.9	-23.6	-10.9	4.4	11.7	11.6
NOD2-RIPK2 inh	1.8	-5.0	-7.0	-2.3	-3.8	-0.9	3.3	4.3	-1.3	4.9

High-throughput results (PubChem)
